Bioassay records: PubChem, several laboratories
BoNT-A LC inh2: BoNT/A light chain protease inhibitors, primary screen, biochemical, flow cytometry, MLPCN library; inhibition, % at 10 µM; AID 588499, 2011; 0.17% of 360,000 active; multiplex microsphere protease substrate cleavage; Botulinum neurotoxin type A light chain protease (Clostridium botulinum A str. ATCC 3502); also: plate controls were buffer without enzyme for full effect and enzyme alone for no effect
PfHsp40 yeast: rescue of yeast from PfHsp40 toxicity, primary screen, S. cerevisiae, ATP luminescence; S. cerevisiae expressing PfHsp40, growth rescue; growth rescue, % at 12.5 µM; 0.68% of 340,000 active; in the data active = growth rescue above about 28%, passing the limit was not always enough; inconclusive = no clear call, values can overlap the other calls;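 also: yeast W303a lacking pdr1 and pdr3 grown in galactose medium; growth measured after three days at 30 °C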
PriA SSB inh: inhibitors of Klebsiella pneumoniae PriA binding to SSB C-terminal tail, primary screen, biochemical, AlphaScreen; inhibition, % at 33 µM; 0.6% of 430,000 active; AlphaScreen SSBct-PriA binding, biotinylated peptide; PriA–SSB C-terminal tail interaction (Klebsiella pneumoniae); in the data active = inhibition mostly above about 37%, no sharp cut-off; inactive = mostly below about 20%;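 also: plate controls were negative control peptide for no effect and reference peptide for full effect; strong numbers were not always called active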
Anthrax LF inh2: Bacillus anthracis LF protease inhibitors, primary screen, biochemical, multiplex microsphere, MLPCN library | multiplex microsphere protease cleavage assay | inhibition, % at 10 µM | 0.12% of 360,000 active; also: plate controls were buffer without enzyme for full effect and enzyme alone for no effect
Target sequence (P15917 whole entry, looked up): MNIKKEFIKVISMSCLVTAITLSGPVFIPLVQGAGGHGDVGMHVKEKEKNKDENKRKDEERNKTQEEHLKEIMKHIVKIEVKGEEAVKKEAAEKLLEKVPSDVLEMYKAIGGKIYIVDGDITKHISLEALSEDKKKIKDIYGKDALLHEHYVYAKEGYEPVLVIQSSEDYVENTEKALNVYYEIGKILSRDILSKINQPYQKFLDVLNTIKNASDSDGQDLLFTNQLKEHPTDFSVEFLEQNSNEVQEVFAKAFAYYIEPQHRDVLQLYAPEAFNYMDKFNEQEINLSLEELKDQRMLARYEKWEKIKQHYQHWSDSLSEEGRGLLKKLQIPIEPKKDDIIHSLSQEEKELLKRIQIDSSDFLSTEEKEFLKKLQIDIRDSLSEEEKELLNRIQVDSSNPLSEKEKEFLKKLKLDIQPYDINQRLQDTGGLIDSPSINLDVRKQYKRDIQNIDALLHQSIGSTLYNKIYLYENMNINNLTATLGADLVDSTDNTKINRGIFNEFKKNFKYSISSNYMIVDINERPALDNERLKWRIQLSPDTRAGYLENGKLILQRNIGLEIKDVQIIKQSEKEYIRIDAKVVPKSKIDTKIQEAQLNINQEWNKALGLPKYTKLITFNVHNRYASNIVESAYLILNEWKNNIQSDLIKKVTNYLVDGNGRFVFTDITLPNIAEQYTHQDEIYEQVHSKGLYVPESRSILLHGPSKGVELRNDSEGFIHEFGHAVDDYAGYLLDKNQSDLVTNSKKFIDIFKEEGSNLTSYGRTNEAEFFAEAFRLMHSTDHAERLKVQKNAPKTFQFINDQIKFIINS
PrPC TRFRET: inhibitors of human cell surface prion protein PrPC, primary screen, cell-based, TR-FRET | Major prion protein (Homo sapiens), P04156 | TR-FRET read-out | inhibition, % at 13.8 µM | 0.43% of 370,000 active; in the data active = inhibition above about 24%; also: 0% = median of the test wells and 100% = reference compound wells
3CLpro inhibitor: SARS-CoV 3CLpro protease inhibitors, primary screen, biochemical, quenched FRET; 0.14% of 290,000 active; recombinant SARS-CoV 3CLpro, quenched FRET peptide cleavage; inhibition, % at 6 µM; Replicase polyprotein 1ab (Severe acute respiratory syndrome coronavirus), P0C6X7; in the data active = inhibition above about 12%
Vc quorum ag: inducers of Vibrio cholerae quorum light production without autoinducers, primary screen, BH1578 luxS cqsA deficient, single point. V. cholerae BH1578 lux reporter, luminescence, 6 h. 0.16% of 350,000 active. AID 588436, 2011. activation, % at 18.7 µM; in the data active = activation mostly above about 9.7%, no sharp cut-off; inconclusive = no clear call, values can overlap the other calls; inactive = mostly below about 3.7%; also: not every result past the cut was called active; inactives centre near 0; reference of the scale not given here
Y pestis TopoI: Yersinia pestis topoisomerase I inhibitors, primary screen, biochemical, cleavage product accumulation, plate reader, single point; DNA topoisomerase I (Yersinia pestis CO92); Y. pestis Topo-I cleavage product accumulation; activity, % at 10 µM; 0.064% of 360,000 active; AID 504884, 2011; in the data active = activity above about 50%, passing the limit was not always enough; inconclusive = no clear call, values can overlap the other calls; also: inactives centre near 2
TcdB GH inh: TcdB glycohydrolase inhibitors, primary screen, biochemical, single point, plate reader. Toxin B (Clostridioides difficile), P18177. TcdB glycohydrolase enzymatic assay. inhibition, % at 9.99 µM. 0.24% of 350,000 active. AID 652162, 2013; in the data active = inhibition above about 10%
Starred values were filed as active, the others as inactive; i = inactive; u = inconclusive; x = no result given. Rule as the data show it, unless noted: active = inhibition above about 30%; inconclusive = no clear call, values can overlap the other calls; inactive = below that.

SMILES	BoNT-A LC inh2	PfHsp40 yeast	PriA SSB inh	Anthrax LF inh2	PrPC TRFRET	3CLpro inhibitor	Vc quorum ag	Y pestis TopoI	TcdB GH inh
COc1ccccc1C(=O)Nc1c2c(nn1-c1cccc(C)c1C)CS(=O)C2 (stereo unspecified)	-0.4	-0.6	2	2	1	-1	i	5	x
Cc1ccc(CNC(=O)COc2cc(O)c3c(c2)OC(C)(C)CC3=O)cc1	-1.1	1.0	-17	-4	-1	7	-0.5	-6	1.7
CCN1CCN(C(=O)COc2ccc(S(=O)(=O)N3CCOCC3)cc2Cl)CC1	0.6	0.5	1	0	2	1	-0.1	2	0.3
CCN(C[C@H]1N[C@@](C)(C(=O)OC)[C@H]2C(=O)N(Cc3ccccc3)C(=O)[C@@H]12)C(=O)c1ccc(C(C)(C)C)cc1	-0.5	3.1	-10	2	10	x	-2.0	9	0.7
COc1ccc(C(=O)NCC(c2ccco2)N2CCOCC2)cc1 (stereo unspecified)	-0.2	x	x	-6	-6	x	i	-6	1.3
Nc1ccc(SC(F)(F)F)cc1	-0.6	1.9	-4	-1	11	2	-0.1	-8	0.7
Cn1c(SCC(=O)N/N=C/c2ccc([N+](=O)[O-])s2)nnc1-c1ccc(Cl)cc1	-0.3	10.0	x	-1	-12	3	i	0	x
COc1ccc(-c2cc(=O)oc3cc(OCC(=O)N(C)C4CCS(=O)(=O)C4)ccc23)cc1 (stereo unspecified)	-0.2	-0.2	-1	-4	-33	-3	-0.4	27	-0.1
COc1ccc(N(C)S(=O)(=O)c2c(C)noc2C)c(OC)c1	-0.1	-1.5	-8	-8	1	-3	i	8	0.5
COc1cc(OC)cc(C(=O)N[C@H](C(=O)Nc2nc(-c3ccc(F)c(F)c3)cs2)C(C)C)c1	0.1	-0.7	-6	-1	1	-2	-0.2	21	0.5
Cc1cccc(N2C(=O)CC(Sc3nc(C)cc(C)n3)C2=O)c1 (stereo unspecified)	1.2	0.1	-17	1	3	1	-1.6	4	x
CCC(=O)Nc1ccc(NC(=O)CSc2nnnn2-c2cccnc2)cc1C	-0.5	-0.1	-5	4	3	-6	-1.8	0	-2.9
COc1ccc(NC(=O)C2Cc3c(-c4ccc(NC(C)=O)cc4)ccnc3O2)cc1 (stereo unspecified)	0.0	x	x	-4	6	x	i	-5	2.3
Cc1cc(O)c(C=Nc2cccc(Cl)c2)c(=O)o1	-0.5	0.6	-4	-3	3	2	x	-2	-0.6
CCOC(=O)C1=C(C)N=c2s/c(=C\c3ccc(OCC(=O)O)cc3)c(=O)n2C1c1ccc(Cl)cc1 (stereo unspecified)	-2.4	-0.2	x	9	-7	5	-0.2	-9	0.4
COc1ccc(NC(=O)c2cc(C3CCCCN3C(=O)c3ccc(C#N)cc3)on2)c(C)c1 (stereo unspecified)	0.0	x	x	6	1	x	i	16	1.1
COc1ccc(-c2nc(NC(=O)c3ccccc3)sc2-c2ccc([N+](=O)[O-])cc2)cc1	19	0.1	-9	18	-19	-3	-0.4	-9	2.1
Cc1ccc(C)c(/C=C/C(=O)c2ccccc(=O)c2O)c1	6.5	224*	12	8	4	3	-0.3	1	x
Cc1cc(C)c(C)c(OCC(=O)N2CCCCCC2)c1	-0.7	-0.4	-22	4	4	-1	9.1	17	x
c1csc(C(c2nnnn2C2CCCCC2)N2CCN(c3nc4ccccc4s3)CC2)c1 (stereo unspecified)	0.8	2.4	0	0	-2	9	2.9	-1	x
O=C(Nc1ccccc1N1CCOCC1)c1ccc([N+](=O)[O-])cc1	-0.5	2.4	-6	-4	-12	1	1.2	12	x
CN(C)c1ccc(-c2nn3c(-c4ccccc4Cl)nnc3s2)cc1	u	4.5	-7	u	7	-3	-0.5	7	x
CCOc1cc(C(=O)OCc2ccc(OC)cc2)ccc1OCC(=O)N1CCOCC1	-7.9	0.6	-3	1	1	x	i	1	-1.2
Cc1cc(NC(=O)CCl)on1	-1.1	0.0	-6	-5	-1	1	i	1	2.2
Cc1nnc(NC(=O)c2cccc(S(=O)(=O)N3CCN(C)CC3)c2)s1	1.9	-0.9	-5	-1	7	x	-1.5	-1	-3.0
Cc1ccc(C(=O)C2CCNCC2)cc1	0.1	-1.0	-11	-5	5	4	-1.6	4	x
OC(Cc1nc2ccccc2[nH]1)c1ccccc1Cl (stereo unspecified)	0.2	-1.3	-11	3	-1	-3	i	1	1.2
Cc1ccc(OCC(=O)N2CCN(Cc3cccnc3)CC2)cc1	0.7	0.0	-1	-2	-1	-4	-1.3	9	5.3
OC1(c2cccc(C(F)(F)F)c2)CCN(Cc2nc(-c3cnccn3)no2)CC1	-0.2	0.7	-10	-1	0	5	-4.8	5	0.4
Cc1ccc(-c2nnc(-c3ccncc3)n2-c2ccc(C)cc2)cc1	u	1.0	-6	-2	2	-1	4.2	0	x
Brc1cc2c(cc1/C=N/Nc1nc3ccccc3s1)OCO2	0.2	1.0	x	-2	3	-2	-1.9	-10	x
COc1ccccc1C(=O)NC(C)c1cccc2ccccc12 (stereo unspecified)	1.2	4.7	0	-8	1	3	i	14	3.4
CN(C)S(=O)(=O)c1cccc(NC(=S)NC(=O)c2ccco2)c1	5.7	-3.2	-5	2	4	x	i	0	-1.4
Cc1ccccc1NC(=O)c1ccno1	1.4	-0.2	-11	1	-5	-1	-0.3	-4	0.2
COc1cc2sc3cc(NCc4ccc(C)o4)ccc3c(=O)c2cc1OC	-0.1	1.9	10	-2	-4	x	-1.4	21	0.5
O=C(NCc1ccccc1)C1CCCN(S(=O)(=O)c2cccnc2)C1 (stereo unspecified)	-0.6	-1.9	-7	-2	-4	1	25	-6	x
Cc1noc(C)c1C(=O)N(CC(=O)Nc1ccccc1Br)Cc1ccco1	-0.8	-1.7	-4	-7	-5	x	0.7	-5	8.8
CC1(C(=O)Nc2cccc(Oc3ccccc3)c2)Cc2c(-c3ccccc3)ccnc2O1 (stereo unspecified)	0.2	x	x	-3	-5	x	-0.8	28	0.6
Cc1cc(=O)oc2cc(NC(=O)C(CCCN=C(N)N)NC(=O)OCc3ccccc3)ccc12 (stereo unspecified)	0.9	0.4	9	-15	4	7	-0.6	-15	1.0
Cc1cc(O)ccc1NC(=O)c1ccccc1	0.7	0.4	1	-2	1	-2	-1.5	2	12*
CCOC(=O)c1cnc(-n2nc(C)cc2C)nc1NC1CCCCC1	-0.7	92*	-8	4	23	5	0.7	8	x
O=S(=O)(c1ccc(F)c(F)c1F)N1CCN(C(=S)Nc2ccccc2)CC1	-0.1	1.9	1	0	3	-2	i	7	-0.2
COC(=O)[C@H](CC(C)C)N(Cc1ccccc1)S(=O)(=O)N(Cc1ccccc1)[C@@H](CC(C)C)C(=O)OC	-0.4	0.1	2	-12	5	x	i	6	-0.5
O=C(NCc1ccccn1)C1CCCN(S(=O)(=O)c2ccccc2)C1 (stereo unspecified)	0.3	0.1	-2	1	-3	-3	i	-1	x
CCN(CC)S(=O)(=O)c1cc(OC)c(C)cc1C	0.4	-0.2	-13	-3	-5	-2	1.0	-11	1.3
O=C(c1ccc(Cl)cc1)C1CCCN(Cc2cnn(-c3ccccc3)c2)C1 (stereo unspecified)	-1.0	13	9	-4	-3	4	i	10	-1.4
COc1cc(C(=O)Nc2ccc3c(c2)OCO3)ccc1OCc1c(C)noc1C	0.3	0.4	2	-1	13	-2	1.9	-12	-0.5
Cc1cc(C(=O)COc2ccc(-c3nnco3)cc2)c(C)n1Cc1ccccc1	u	0.7	10	u	15	-5	-0.2	21	x
CCCn1c(=O)c(F)cn(Cc2ccc(OC)c([N+](=O)[O-])c2)c1=O	2.1	0.3	0	2	-11	-3	i	7	x
Cn1c(N=Nc2ccccc2)nc2ccccc21	-0.5	-3.9	1	0	-28	-5	0.7	-2	-0.8
Cc1ccccc1CS(=O)(=O)Cc1ccc(C(=O)N2CCOCC2)o1	-1.8	-1.6	3	0	5	2	-0.6	1	x
Cc1nn(-c2ccccc2)c(C)c1/C=N/NC(=O)CSc1nc2ccccc2c(=O)n1-c1ccccc1	-0.9	0.8	x	0	0	3	-0.4	23	0.8
NC(=O)C1CCN(C(=O)CCC(=O)N2CCOc3ccc(Cl)cc32)CC1	-0.7	0.5	-1	-2	-4	-5	-1.2	2	1.1
O=C(N=C1SC2CS(=O)(=O)CC2N1c1cccc(Cl)c1Cl)C1CC1 (stereo unspecified)	2.2	-0.1	0	1	8	-2	i	-10	0.4
Cc1cc(C)n2c(NC3CCCCC3)c(CC(C)C)nc2n1	-0.4	x	x	0	-5	x	x	x	-3.4
CCOc1ccc(C2=C/C(=C/c3cccnc3)C(=O)O2)cc1	0.6	1.8	-12	1	0	3	-0.6	14	x
C=CCSc1nnc(NC(=O)CSc2nc(CCC)cc(=O)[nH]2)s1	0.3	-0.5	8	0	-1	3	-0.6	6	x
COC(=O)c1cccc(CSC(=S)N2CCCC2)c1	-5.7	2.4	-47	0	-4	1	i	29	-1.2
O=C(N/N=C/c1ccc2c(c1)OCO2)c1cccc(NC(=O)c2ccccc2Cl)c1	0.4	-0.2	x	14	8	-2	0.7	-5	1.3
COc1cccc(NC(=O)C2(C)CCN2CC2CCCCC2)c1 (stereo unspecified)	-0.4	x	x	-2	-7	x	-0.2	18	1.3

Single records, from the list above. Screens in order: BoNT-A LC inh2	PfHsp40 yeast	PriA SSB inh	Anthrax LF inh2	PrPC TRFRET	3CLpro inhibitor	Vc quorum ag	Y pestis TopoI	TcdB GH inh
`Cc1ccccc1CS(=O)(=O)Cc1ccc(C(=O)N2CCOCC2)o1` is entered as -1.8	-1.6	3	0	5	2	-0.6	1	x
`C=CCSc1nnc(NC(=O)CSc2nc(CCC)cc(=O)[nH]2)s1` is entered as 0.3	-0.5	8	0	-1	3	-0.6	6	x

The main list resumes, repeating the 3 entries before the break.
SMILES	BoNT-A LC inh2	PfHsp40 yeast	PriA SSB inh	Anthrax LF inh2	PrPC TRFRET	3CLpro inhibitor	Vc quorum ag	Y pestis TopoI	TcdB GH inh
COC(=O)c1cccc(CSC(=S)N2CCCC2)c1	-5.7	2.4	-47	0	-4	1	i	29	-1.2
O=C(N/N=C/c1ccc2c(c1)OCO2)c1cccc(NC(=O)c2ccccc2Cl)c1	0.4	-0.2	x	14	8	-2	0.7	-5	1.3
COc1cccc(NC(=O)C2(C)CCN2CC2CCCCC2)c1 (stereo unspecified)	-0.4	x	x	-2	-7	x	-0.2	18	1.3
CCOC(=O)c1c(NC(=O)Cn2nc(C(F)(F)F)cc2C)sc2c1CCC2	-0.2	-0.8	-6	0	3	-1	-0.3	-5	-0.3
Cc1cc(C)c(NC(=O)Cc2ccc(-n3cccc3)cc2)c(C)c1	0.0	-0.9	-9	2	7	0	i	-6	x
O=C(NC(NC1CCS(=O)(=O)C1)C(Cl)(Cl)Cl)c1cccc(Cl)c1 (stereo unspecified)	0.3	-1.5	-10	2	0	-4	-2.1	-2	x
Cc1cccc(-c2nnc(-c3ccc(N)cc3)o2)c1	2.1	0.5	2	-1	3	-2	-0.4	-3	x
CS(=O)(=O)c1ccc(Cl)c(NC(=O)CCN2C(=O)NC3(CCCC3)C2=O)c1	-0.5	-1.5	0	-8	-4	x	x	6	-0.3
COCCCC1CCN(C(=O)C2CCC(=O)N(Cc3ccccc3F)C2)CC1 (stereo unspecified)	-4.2	1.6	-2	-4	1	-5	-0.8	-5	0.7
COc1ccc(OC)c(-n2c(C)ccc2-c2ccc(S(C)(=O)=O)cc2)c1	-0.7	-0.3	10	-3	-1	5	i	16	x

The list is partial. The share of hits here may be higher or lower than overall.
